T cell modulator – T cell immune modulators affecting CD8 T cell-vesicle binding; 2C CD8+ T cell-vesicle binding, flow cytometry; active compounds read low; calls only at 7 µM; 0.068% of 330,000 active; AID 2052;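 active means response, share of CD8 T cells binding vesicles, and their 90th percentile fluorescence all below set limits, cut at about 80% in these data, passing the limit was not always enough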
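Material: 2C TCR transgenic mouse naive CD8+ T cells, MACS-purified. Also added: QL9-charged Drosophila Ld/ICAM-1/B7-1 vesicles. Timing: binding 1.5 h at 37 °C. Measured by: high-throughput flow cytometry with anti-B7-1 and anti-CD8 staining. Read-out: percent CD8+ FL2 mean versus row control. Controls: Unloaded micro-vesicles (low), QL9 vesicles with 0.7% DMSO (high).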
KOR beta-arrestin-1 – KOR antagonists, beta-arrestin recruitment, cell-based, luminescence, uHTS (AID 1778); KOR beta-arrestin recruitment, luminescence, antagonist mode; higher % means a stronger effect; inhibition, % at 10 µM, or IC50 in µM where a hit was titrated; 0.091% of 290,000 active; further: strong numbers were not always called active
GPR55 antagonists – inhibition of LPI-stimulated GPR55 beta-arrestin translocation – imaging, U2OS, beta-arrestin-GFP, LPI agonist, primary screen (AID 2013); U2OS GPR55 beta-arrestin-GFP translocation imaging, LPI antagonism; higher % means a stronger effect; inhibition, % at 10 µM; hits with a dose series show IC50 in µM; 0.13% of 290,000 active;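 active means spots per cell inhibited over 60%, with over 100 cells counted and total cytoplasm intensity under 500,000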;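 further: U2OS cells stably carrying GPR55 and arrestin-GFP stimulated by 5 µM LPI near EC80; imaged beta-arrestin-GFP aggregate spots per cell after agonist stimulation; plate controls were LPI-stimulated DMSO wells for no effect and DMSO wells without LPI for full effect; some results filed as inactive read as strong as hits; confirmed hits need IC50 under 10 µM and bright autofluorescent wells are also inconclusive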
NOD1 inhibition – inhibition of NOD1-driven NF-kB reporter – cell-based, luminescence, uHTS, primary screen (AID 1578). one-dose inhibition, % at 4 µM; EC50 in µM for titrated hits. NOD1-driven NF-kB luciferase reporter cells, luminescence; higher % means a stronger effect. 1% of 290,000 active; in the data active means inhibition mostly above about 36%, no sharp cut-off; inactive means mostly below about 34%;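 further: HEK-293T reporter cells stimulated with the NOD1 agonist gamma-tri-DAP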
NTR1 agonist – agonists of NTR1, primary screen, imaging, U2OS cells, beta-arrestin-GFP, high content (AID 493036); P30989; NTR1-U2OS beta-arrestin-GFP spot imaging, agonist mode; activation, % at 20 µM; 0.17% of 330,000 active;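 active means activation at or above 40% of the spot to cytoplasm intensity ratio, with at least 20 cells analyzed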;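 further: 0% = DMSO without peptide and 100% = 100 nM NTR1 peptide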
Target sequence (P30989 whole entry, looked up): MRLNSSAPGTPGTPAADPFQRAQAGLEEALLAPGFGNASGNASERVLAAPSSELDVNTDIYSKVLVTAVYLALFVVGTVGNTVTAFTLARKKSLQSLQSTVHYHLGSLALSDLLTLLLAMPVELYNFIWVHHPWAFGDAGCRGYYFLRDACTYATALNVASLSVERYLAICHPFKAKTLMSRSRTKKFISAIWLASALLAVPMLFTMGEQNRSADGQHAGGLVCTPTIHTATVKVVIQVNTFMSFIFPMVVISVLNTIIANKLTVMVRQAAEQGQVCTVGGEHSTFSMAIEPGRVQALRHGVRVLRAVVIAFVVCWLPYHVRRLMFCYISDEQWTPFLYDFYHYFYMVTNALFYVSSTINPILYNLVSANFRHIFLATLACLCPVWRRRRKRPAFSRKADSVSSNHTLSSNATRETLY
Myeloid diff MLP – myeloid differentiation induction. ER-HoxA9 myeloid progenitors, lysozyme-GFP differentiation, flow cytometry. calls only at 10 µM. 1% of 360,000 active;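 active means normalized GFP-positive differentiation at or above the plate's own cutoff, the solvent-only control mean plus 3 SD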;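 further: cells exposed to compound for four days before flow analysis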
GPR55 beta-arrestin – GPR55 agonists via beta-arrestin recruitment, primary screen, imaging, U2OS cells, beta-arrestin-GFP redistribution (AID 1961); U2OS GPR55 beta-arrestin-GFP redistribution imaging; higher % means a stronger effect; one-dose activation, % at 10 µM; EC50 in µM for titrated hits; 0.048% of 290,000 active;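 active means activation above 40% with more than 50 cells counted in the well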;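 further: U2OS osteosarcoma cells stably expressing GPR55 and beta-arrestin-GFP; plate controls were DMSO negative control for no effect and LPI positive control for full effect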
KOR beta-arrestin-2 – kappa opioid receptor activators – cell-based, luminescence, uHTS, primary screen (AID 1777) | KOR beta-arrestin recruitment, luminescence; higher % means a stronger effect | one-dose activation, % at 10 µM; EC50 in µM for titrated hits | 0.02% of 280,000 active; in the data active means activation above about 50%, passing the limit was not always enough; further: a part of the inactive calls stands beside numbers as strong as those of hits
NOD2 inhibition – inhibition of NOD2-driven NF-kB reporter – cell-based, luminescence, uHTS, HEK293 (AID 1566). HEK293 NOD2/NF-kB luciferase reporter, luminescence; higher % means a stronger effect. inhibition, % at 4 µM, or EC50 in µM where a hit was titrated. 0.63% of 290,000 active; further: many of its hits are not listed in these tables
T cell modulator vesicle-bound % – second read-out of T cell modulator, no call of its own (marks repeat the call); double positive events, %; measured here: CD8+ vesicle-bound cell fraction;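 binding gate set so that unloaded-vesicle control wells show 10% double positive cells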
NTR1 agonist cell count 20 µM – recorded beside NTR1 agonist, whose call it bears; cell count; measured here: cell count, cytotoxicity flag
Myeloid diff MLP GFP+ MAC1+ % – recorded beside Myeloid diff MLP, whose call it bears; GFP+ MAC1+ double positive, %; measured here: differentiation confirmed by MAC1 staining
Active calls of the source: *; i = inactive; . = no result given; + = active, no number; [ ] = remark or other dose. Unless noted, no stated cut-off is given here; in the data, active means inhibition above about 50%; inactive means the rest. Some of the compounds tested; the hit share may differ from the screen's.

Each structure is followed by: T cell modulator | T cell modulator vesicle-bound % | KOR beta-arrestin-1 | GPR55 antagonists | NOD1 inhibition | NTR1 agonist | NTR1 agonist cell count 20 µM | Myeloid diff MLP | Myeloid diff MLP GFP+ MAC1+ % | GPR55 beta-arrestin | KOR beta-arrestin-2 | NOD2 inhibition
> CCCOc1ccc(CCC(=O)N/N=C/c2ccncc2)cc1
  i | 59 | -2% | -9% | -3% | 1.9 | 66 | i | 0.6 | 0.3% | 0.1% | 10%
> Cc1csc(NC(=O)c2cccc(S(=O)(=O)N3CCCCC3)c2)n1
  i | 21 | 11% | -2% | -6% | 0.5 | 87 | i | 1.5 | -0.1% | -0.5% | 7%
> CC(C)(C)C1=Nn2c(nnc2-c2ccccc2F)SC1
  i | 44 | 25% | 16% | -8% | -0.9 | 66 | i | 12 | -0.2% | -1.4% | 3%
> COc1ccc(S(=O)(=O)c2c[nH]c(=S)[nH]c2=O)cc1Cl
  i | 18 | 19% | 0% | -5% | -0.3 | 57 | i | 0.1 | -0.2% | -1.5% | 3%
> Cc1ccc(NC(=O)CN(C)C(=O)c2cccnc2Nc2cccc(C(F)(F)F)c2)cc1
  i | 63 | -18% | 9% | -12% | 18 | 67 | i | 3.2 | -0.1% | 0.8% | -7%
> CC1CCc2ccccc2N1C(=O)c1cccs1 (stereo unspecified)
  i | 58 | 4% | 17% | -21% | 0.6 | 84 | i | 0.9 | 0.3% | -3.8% | 2%
> O=C(NC1CCCc2ccccc21)c1ccccc1OC(F)F (stereo unspecified)
  i | 28 | -4% | -11% | -19% | -0.9 | 50 | i | 2.4 | -0.1% | 1.5% | 9%
> CCCC(=O)Nc1ccc(C(=O)N/N=C/c2ccc[nH]2)cc1
  i | 48 | 10% | 8% | -10% | 1.3 | 98 | i | 0.2 | -0.2% | -1.2% | 2%
> CCCC(=O)NC(C)C(c1cccs1)N1CCN(c2ccccc2)CC1 (stereo unspecified)
  i | 23 | 26% | 0% | -11% | 3.6 | 42 | i | 6.1 | -0.3% | 4.1% | 6%
> O=C(COc1ccccc1)Nc1ccc2[nH]ncc2c1
  i | 54 | -16%[20 µM] | -2% | -11% | 1.0 | 54 | i | 0.5 | -0.2% | -4.2% | 6%
> O=C1CCCCN1CC(=O)N1CCCC(Nc2ccc(F)c(F)c2)C1 (stereo unspecified)
  i | 19 | -7% | 0% | -10% | -0.7 | 48 | i | 0.6 | 0.6% | -1.4% | 10%
> COc1ccccc1NC(=O)CSc1nnc(-c2ccncc2)o1
  i | 48 | 39% | -2% | -29% | -1.7 | 71 | i | 4.2 | -0.1% | -3.6% | -13%
> O=C(N/N=C/c1cccnc1)c1ccc(NC(=O)c2cccc(Cl)c2)cc1
  i | 14 | -11% | 10% | -29% | -1.3 | 49 | i | 0.8 | 0.0% | -0.2% | 23%
> COc1ccc(C(=O)Cn2cc[n+](C)c2)cc1
  i | 38 | -11% | 8% | 14% | 0.1 | 61 | + | 1.7* | -0.2% | -2.2% | 4%
> CCN1C(=NCCOC)N[C@@H](c2cccc(F)c2)C(C(=O)OC)=C1C
  i | 19 | -39%[20 µM] | 7% | 33% | -2.8 | 93 | i | 0.4 | 0.2% | -3.3% | 16%
> COC(=O)[C@H]1C[C@@H]1[C@H](NS(=O)(=O)c1ccccc1)c1ccccc1
  i | 17 | 4% | 0% | -39% | -0.7 | 87 | i | 2.8 | -0.1% | -0.4% | 19%
> COc1ccccc1CNC(=O)OCc1nccnc1C(=O)Nc1ccc(Br)cn1
  i | 25 | -18% | -2% | -31% | 7.3 | 53 | i | 4.1 | -0.4% | 5.7% | -16%
> CCc1cc(CNC(=O)c2cc(COc3ccc(C)nc3)on2)on1
  i | 27 | -3% | -8% | -46% | 1.5 | 59 | i | 0.5 | 0.2% | 1.3% | -4%
> O=C(c1ccccc1[N+](=O)[O-])N1CCc2ccccc2C1
  i | 45 | -5% | -4% | -5% | 6.8 | 50 | i | 0.5 | -0.3% | 0.9% | 10%
> CCS(=O)(=O)Nc1ccc2c(c1)OCO2
  i | 50 | -24% | 9% | -55% | 0.4 | 46 | i | 0.4 | -0.1% | -2.7% | 7%

Some values from the results shown.
KOR beta-arrestin-1 result of CCCC(=O)Nc1ccc(C(=O)N/N=C/c2ccc[nH]2)cc1 stands at 10%
NOD2 inhibition result of CCc1cc(CNC(=O)c2cc(COc3ccc(C)nc3)on2)on1 stands at -4%

The listing continues:
Each structure is followed by: T cell modulator | T cell modulator vesicle-bound % | KOR beta-arrestin-1 | GPR55 antagonists | NOD1 inhibition | NTR1 agonist | NTR1 agonist cell count 20 µM | Myeloid diff MLP | Myeloid diff MLP GFP+ MAC1+ % | GPR55 beta-arrestin | KOR beta-arrestin-2 | NOD2 inhibition
> S=C(NCc1cccs1)NCC1CCCO1 (stereo unspecified)
  . | . | -5% | -8% | 3% | . | . | i | 0.6 | -0.2% | 1.1% | -5%
> CC1(C)C(c2ccccc2)=[N+]([O-])CN1O
  i | 48 | -3% | -10% | 1% | 1.1 | 55 | i | 4.6 | -0.2% | 4.4% | 11%
> CC(=O)N(C1=C(Cl)C(=O)c2ccccc2C1=O)c1ccc(C(=O)O)cc1
  i | 36 | 20% | 1% | -4% | 4.3 | 80 | i | 0.6 | 0.0% | -0.2% | 15%
> COc1cc(C(=O)NNC(=O)C2CC2)cc(OC)c1OC
  i | 28 | -20% | 8% | 49% | 0.3 | 78 | i | 3.5 | -0.1% | 4.4% | 8%
> Cc1c(Cl)ccc2c(C(=O)NC(C)c3ccncc3)cc(-c3ccncc3)nc12 (stereo unspecified)
  i | 46 | i | 8% | 15% | 4.3 | 56 | . | . | 0.6% | 3.0% | 19%
> Cc1ccccc1OCC(=O)OCC(=O)NCc1cccs1
  i | 47 | 11% | 5% | -6% | -0.1 | 68 | i | 0.7 | 0.1% | 3.2% | 16%
> COc1ccc(NC(=O)c2ccc3nc(-c4ccccc4)c(-c4ccccc4)nc3c2)c(OC)c1
  i | 39 | 8% | -13% | -19% | 1.7 | 55 | i | 0.5 | -0.3% | 52% | 20%
> CCN(CC)C(=O)c1sc(NC(=O)Cc2ccc(OC)cc2)c(C#N)c1C
  i | 38 | 8% | -7% | -5% | -1.1 | 43 | i | 1.5 | -0.1% | 7.3% | 5%
> COc1cccc(-c2cc(C(=O)NC3CCCC3)no2)c1
  i | 34 | 17% | 6% | -34% | -0.3 | 49 | i | 14 | -0.1% | 1.8% | -121%
> CC(=O)OCC(=O)Nc1ccc(Br)c(C)c1
  i | 8 | 1% | 4% | -10% | 1.3 | 41 | i | 0.6 | 0.1% | -8.5% | 0%
> CC1CN(C2CCCCC2)c2nc3c(c(=O)n(C)c(=O)n3C)n2C1 (stereo unspecified)
  i | 39 | -19% | 3% | -17% | 1.2 | 80 | i | 0.6 | -0.3% | 1.9% | 11%
> Cc1ccc(C)c(-c2cc(C(=O)Nc3nccs3)c3ccccc3n2)c1
  i | 46 | -38% | 6% | 9% | 0.9 | 69 | i | 1.2 | -0.1% | 5.1% | 8%
> Cc1ccc(CN2C(=O)N/C(=C/c3ccc(-c4ccc(C(=O)O)cc4)o3)C2=O)cc1
  i | 30 | 2% | -7% | -10% | 0.9 | 59 | i | 0.9 | -0.1% | -0.1% | 25%
> CCOc1cc2c3c(c1)C(C)CC(C)(C)N3C(=O)C2=O (stereo unspecified)
  . | . | -107% | 9% | 0% | 2.4 | 83 | i | 0.7 | -0.1% | 2.3% | 10%
> O=C(Nc1ccc2c(c1)OCO2)c1ccc(Br)c(S(=O)(=O)N2CCCC2)c1
  i | 32 | -31% | -11% | -19% | -0.3 | 68 | + | 7.4* | 0.6% | 4.1% | 15%
> CCOc1ccccc1/C=N/NC(=O)CNC(=O)COc1ccccc1
  i | 8 | 28% | -2% | -11% | 0.0 | 37 | i | 0.4 | -0.3% | -5.0% | 3%
> COc1ccc(S(=O)(=O)N2CCOC23CCN(C(=O)c2ccccc2Br)CC3)cc1
  i | 44 | -13% | 14% | -33% | 0.6 | 39 | i | 0.0 | -0.1% | 0.8% | 9%
> CCn1ccc(C(=O)N2CCN(c3ncccn3)CC2)n1
  i | 26 | 5% | 6% | -35% | 0.1 | 79 | i | 0.3 | 0.0% | -0.6% | -4%
> O=C(N/N=C/c1ccccn1)c1ccc2nc[nH]c2c1
  i | 34 | 11% | 4% | -6% | -1.1 | 50 | i | 0.6 | -0.2% | 3.2% | 20%
> COc1ccc(CCN(Cc2cc3cccc(C)c3[nH]c2=O)C(=O)NC2CCCCC2)cc1OC
  i | 15 | -13% | -3% | 2% | 1.0 | 80 | i | 0.8 | -0.2% | -5.2% | -36%

Each structure is followed by: T cell modulator | T cell modulator vesicle-bound % | KOR beta-arrestin-1 | GPR55 antagonists | NOD1 inhibition | NTR1 agonist | NTR1 agonist cell count 20 µM | Myeloid diff MLP | Myeloid diff MLP GFP+ MAC1+ % | GPR55 beta-arrestin | KOR beta-arrestin-2 | NOD2 inhibition
> Cc1occc1C(=O)NCc1ccc(C(=O)O)o1
  i | 6 | 11% | 1% | 13% | 1.9 | 67 | i | 5.5 | 0.2% | 7.9% | 9%
> COC(=O)c1cc(Sc2cccc(Cl)c2Cl)ccn1
  i | 31 | -72%[20 µM] | -14% | -2% | 3.0 | 47 | i | 0.7 | -0.1% | -1.6% | 0%
> C=CCN(C)CC/C=C1\c2ccccc2CSc2ccccc21
  i | 30 | 29% | 9% | -14% | -0.1 | 54 | i | 0.7 | 0.0% | -1.7% | -1%
> Cc1cc2nc3c(=O)[nH]c(=S)[nH]c3nc2cc1NC(=O)C(F)(F)F
  i | 36 | -6% | -9% | 2% | -1.7 | 85 | i | 3.9 | -0.1% | 3.1% | -2%
> CCOC(=O)c1c(NC(=S)Nc2ccc(Cl)cc2)sc(C)c1C
  . | . | -28% | 5% | -5% | . | . | i | 0.3 | 0.6% | -1.6% | 25%

Just NTR1 agonist, GPR55 beta-arrestin and Myeloid diff MLP GFP+ MAC1+ %, for two of the compounds above:
| Molecule | NTR1 agonist | GPR55 beta-arrestin | Myeloid diff MLP GFP+ MAC1+ % |
| --- | --- | --- | --- |
| CCc1cc(CNC(=O)c2cc(COc3ccc(C)nc3)on2)on1 | 1.5 | 0.2% | 0.5 |
| O=C(c1ccccc1[N+](=O)[O-])N1CCc2ccccc2C1 | 6.8 | -0.3% | 0.5 |

Source: PubChem (several laboratories)
